12-LOX inh – Primary qHTS assay for inhibitors of human arachidonate 12S-lipoxygenase (ALOX12): Round 2; Polyunsaturated fatty acid lipoxygenase ALOX12 (Homo sapiens), P18054; purified 12hLO, xylenol orange hydroperoxide absorbance; Potency, µM (top dose mostly 108 µM), inactives show top-dose activity change, negative = inhibition, actives largely listed as inhibitors; 1.1% of 580,000 active; note: % is set by controls: 0 for no effect and ±100 for the full control effect
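Purified human 12hLO (150 nM final) in 25 mM Hepes, 0.01% Triton X-100, pH 7.0 was preincubated 15 min at room temperature with compound. Then 40 uM arachidonic acid was added, 30 min. Hydroperoxide was read by Fe-XO absorbance ratio 573/405 nm.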
Pin1 inh – qHTS Assay to Find Inhibitors of Pin1; Peptidyl-prolyl cis-trans isomerase NIMA-interacting 1 (Homo sapiens), Q13526; Pin1 FP peptide displacement, HiFluor488, 10 min; Potency, µM (doses to about 115 µM), inactives show at the highest dose activity, negative = inhibition, most hits filed as inhibitors; 0.009% of 390,000 active; AID 504891, 2011; active = well fitted inhibition curve with a large enough effect in the polarisation, with a control signal flat, not every such curve was filed as active; inconclusive = small, poorly fitted or top-dose-only effect, or effect the other way, or a change in a side signal; inactive = no such curve, though single readings can be large or run the other way; the % refers to the polarisation; note: % is set by controls: 0 for no effect and ±100 for the full control effect
Target sequence (Q13526 whole entry, looked up): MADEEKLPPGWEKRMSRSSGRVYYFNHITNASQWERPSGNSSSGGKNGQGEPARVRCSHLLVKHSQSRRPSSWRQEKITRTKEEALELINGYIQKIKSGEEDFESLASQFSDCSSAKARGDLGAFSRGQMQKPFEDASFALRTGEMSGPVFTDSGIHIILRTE
HP1b binding inh – HTS for Inhibitors of HP1-beta Chromodomain Interactions with Methylated Histone Tails. Chromobox protein homolog 1 (Homo sapiens), P83916. AlphaScreen HP1-beta / biotin-H3K9me3 peptide binding. AID 540317, 2011. Potency, µM (titrated, usually from 114 µM), inactives show at the top dose activity change, negative = inhibition, most hits filed as inhibitors. 0.56% of 390,000 active; note: nearly all actives have a fitted effect of over 70% in size; inactives centre near 23
Target sequence (P83916 whole entry, looked up): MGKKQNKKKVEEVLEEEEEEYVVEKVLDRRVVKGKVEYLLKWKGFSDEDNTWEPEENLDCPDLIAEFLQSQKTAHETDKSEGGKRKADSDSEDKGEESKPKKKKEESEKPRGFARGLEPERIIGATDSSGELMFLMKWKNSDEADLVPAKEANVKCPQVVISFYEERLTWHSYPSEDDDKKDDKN
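AlphaScreen: HP1-beta (50 nM) preformed 30 min with biotin-H3(1-18)K9me3 peptide (50 nM) in PBS pH 7.4, 0.01% Tween-20. Compound added for 30 min at RT, then streptavidin donor/nickel chelate acceptor beads (10 ug/mL) for 30 min.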
JMJD2A Tudor – qHTS Assay for Inhibitors of JMJD2A-Tudor Domain; 4.4% of 390,000 active; Lysine-specific demethylase 4A (Homo sapiens), O75164; Potency, µM (series often up to 114 µM), inactives show at the highest dose activity change, negative = inhibition, usual class: inhibitors; AlphaScreen JMJD2A-Tudor / H3K4me3 peptide binding; note: % is set by controls: 0 for no effect and ±100 for the full control effect; nearly all actives have a fitted effect of over 50% in size
ERG-DNA inh – qHTS for Small Molecule Inhibitors of the ERG Ets/DNA interaction; Transcriptional regulator ERG (Homo sapiens), P11308; fluorescence polarization, His-ERG Ets domain / labelled DNA; Potency, µM (series often up to 76.9 µM), without a hit: at the highest dose FP activity, negative = inhibition, actives largely listed as inhibitors; 0.028% of 370,000 active; active = well fitted inhibition curve with a large enough effect in the polarisation, with a control signal flat; inconclusive = small, poorly fitted or top-dose-only effect, or effect the other way, or a change in a side signal; inactive = no such curve, though single readings can be large or run the other way; the % refers to the polarisation;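 note: polarization taken with two DNA probes labelled with fluorescein and Texas red; % of control where 0% means no effect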
Target sequence (P11308 whole entry, looked up, the tested form may be a part): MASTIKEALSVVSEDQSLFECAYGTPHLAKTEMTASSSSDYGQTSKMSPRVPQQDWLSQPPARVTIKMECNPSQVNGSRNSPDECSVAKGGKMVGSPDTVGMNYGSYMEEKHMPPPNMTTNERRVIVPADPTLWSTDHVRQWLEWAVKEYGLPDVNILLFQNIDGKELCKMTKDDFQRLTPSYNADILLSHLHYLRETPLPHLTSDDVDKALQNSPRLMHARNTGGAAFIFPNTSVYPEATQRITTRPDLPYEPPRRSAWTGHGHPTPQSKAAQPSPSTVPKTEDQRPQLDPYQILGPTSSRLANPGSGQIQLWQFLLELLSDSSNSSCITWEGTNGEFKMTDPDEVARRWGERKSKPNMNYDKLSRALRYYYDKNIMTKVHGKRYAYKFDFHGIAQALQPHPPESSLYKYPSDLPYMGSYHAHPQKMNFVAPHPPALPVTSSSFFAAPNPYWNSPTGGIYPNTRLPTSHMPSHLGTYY
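His-tagged ERG Ets domain (1 uM in the protein solution; 300mM KCl, 50mM Tris-HCl, 1mM EDTA, 1mM DTT, pH 7.5) received compound, then a probe mix of 5 nM fluorescein-DNA and 100nM Texas-615-DNA. Fluorescence polarization was read for both dyes.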
PGK inhibitor – qHTS Assay to Find Inhibitors of Phosphoglycerate Kinase | Phosphoglycerate kinase, glycosomal (Trypanosoma brucei brucei), P07378 | PGK/GAPDH coupled, Kinase-Glo luminescence, 60 min | Potency, µM (series often up to 57.5 µM), for inactives: top-dose activity change, negative = inhibition, actives largely listed as inhibitors | 0.043% of 380,000 active | AID 602233, 2012; note: % is set by controls: 0 for no effect and ±100 for the full control effect; nearly all actives have a fitted effect of over 60% in size
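Recombinant glycosomal PGK reaction used 1,3-bisphosphoglycerate generated in-well by GAPDH (100nM final) in 100mM TEA pH 7.6, 5mM MgCl2, 0.01% Tween-20. After 60 minutes at room temperature, ATP was read by Kinase-Glo Plus luminescence end-point.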
rTrxR1 inhibitor – qHTS Assay for Inhibitors of Mammalian Selenoprotein Thioredoxin Reductase 1 (TrxR1): qHTS. recombinant rTrxR1, NADPH fluorescence consumption, selenite substrate. Potency, µM (series often up to 114 µM), for inactives: top-dose activity change, negative = inhibition, usual class: inhibitors. 1% of 390,000 active; note: % is set by controls: 0 for no effect and ±100 for the full control effect; nearly all actives have a fitted effect of over 65% in size
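Rat TrxR1 (90 nM in the dispensed reagent) was pre-reduced with 400 uM NADPH for 5 min at room temperature, then incubated with compound for 15 min. After 400 uM selenite was added, NADPH fluorescence (Ex 340/Em 450 nm) was followed for 8 min.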
GLS inh – qHTS for Inhibitors of Glutaminase (GLS); GLS enzymatic activity, qHTS titration; Glutaminase kidney isoform, mitochondrial (Homo sapiens), O94925; 0.21% of 410,000 active; Potency, µM (doses to about 45.5 µM), without a hit: at the top dose activity change, negative = inhibition, most hits filed as inhibitors; note: % is set by controls: 0 for no effect and ±100 for the full control effect
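Compounds were pin-transferred onto hKGA, after which L-glutamine (1 mM solution) and a detection mix of glutamate oxidase, HRP and Amplex Red were added. Initial and 30 min RT fluorescence reads were collected.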
RGS4 inhibitor – Inhibitors of Regulator of G Protein Signaling (RGS) 4: qHTS | AID 504845, 2011 | Transcreener GDP fluorescence polarization, RGS4-accelerated GTP hydrolysis | 0.039% of 390,000 active | Potency, µM (highest dose often 114 µM), for inactives: top-dose activity change, negative = inhibition, most hits filed as inhibitors; note: % is set by controls: 0 for no effect and ±100 for the full control effect; nearly all actives have a fitted effect of over 75% in size; some results filed as inactive show a strong effect at the top dose
Target sequence (P49798 whole entry, looked up): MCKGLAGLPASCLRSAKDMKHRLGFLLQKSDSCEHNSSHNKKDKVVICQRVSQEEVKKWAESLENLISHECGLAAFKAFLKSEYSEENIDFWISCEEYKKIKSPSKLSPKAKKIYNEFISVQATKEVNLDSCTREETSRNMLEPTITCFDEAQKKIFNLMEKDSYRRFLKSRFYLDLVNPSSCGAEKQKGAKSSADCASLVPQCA
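MLSMR compounds (23 nl, pin-transferred) preincubated 10 min at room temperature with a 500nM (2x) first reagent, then RGS4 at 900nM (2x) plus Transcreener GDP mix added; fluorescence polarization (620/688 nm) read before and after 90 min at 30 °C.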
* marks the source's active call; other numbers are inactive results; i = inactive; u = inconclusive; x = no result given; [ ] = another dose, or the depositor's remark. Unless noted, calls come from the whole dose curve; as a rule, active = well fitted curve in the direction sought with a large enough effect; inconclusive = small, poorly fitted or top-dose-only effect, or another doubt; inactive = no such curve, though single readings can be large; an effect the other way counts as inactive or inconclusive. Potency is the fitted concentration of half-maximal effect. Only part of the results is shown, so the mix of outcomes need not match the whole.

| 12-LOX inh | Pin1 inh | HP1b binding inh | JMJD2A Tudor | ERG-DNA inh | PGK inhibitor | rTrxR1 inhibitor | GLS inh | RGS4 inhibitor | smiles |
| --- | --- | --- | --- | --- | --- | --- | --- | --- | --- |
| 4.7% | -9.0% | 18.5% | -19.5% | 1.0% | -10.6% | -7.2% | 2.7% | 15.4% | CCOC(=O)C1CCCN(C(=O)Cn2ncc3c(C)n(Cc4ccc(Cl)cc4)c(C)c3c2=O)C1 (stereo unspecified) |
| u | 39.9%[activator] | 9.3%[57 µM] | -23.7% | -8.9% | -3.3% | 21.7%[57.1 µM] | -3.5% | 16.8% | Cc1ccc2[nH]c(CSc3nnc(NC(=O)COc4ccc(F)cc4)s3)cc(=O)c2c1 |
| u | -2.1% | 19.1% | -7.3% | -3.6% | 5.9% | 4.6%[57.1 µM] | 2.4% | 5.2% | Cc1cc(C)cc(NC(=O)NCCn2nnc3cc(S(=O)(=O)N(C)C)ccc32)c1 |
| 18.9% | 5.9% | 15.6% | -3.7%[11.4 µM] | 5.3% | i | 2.5% | -7.8% | 3.1%[11.4 µM] | COc1ccc2nc(N/C(N)=N/S(C)(=O)=O)nc(C)c2c1 |
| -26.4% | 16.1% | -8.8% | -34.7% | 1.6% | -0.3% | 18.5%[57.1 µM] | 23.5% | -9.3% | COc1ccc(C(=O)CSc2nnc(CNc3nc(-c4ccccc4)cs3)n2C)cc1 |
| -2.9% | 5.1% | 22.3% | -7.0% | -7.1% | -11.7% | 11.1% | -0.1% | -20.6% | Cc1cccc(C(=O)N[C@H](C(=O)Nc2nc(C)cs2)C(C)C)c1 |
| -4.4% | 0.1% | 24.5% | -3.1% | -1.6% | 0.2% | 2.2%[57.1 µM] | 0.0% | 3.1% | O=C(O)C1CC=CCC1C(=O)NNS(=O)(=O)c1ccccc1 (stereo unspecified) |
| -15.4% | -1.6% | 29.4% | 9.9% | 0.6% | -9.0% | -15.3% | 9.0% | -12.4% | CC(=O)c1cccc(NC(=S)NC2CC2)c1 |
| 0.0% | -8.1% | 21.7% | -9.7% | 1.1% | i | 31.7%[57.1 µM] | -7.5% | -12.3% | CCCCCCNc1nc(Cl)nc(NC(C)(C)CO)n1 |
| -5.2% | -1.1% | 18.0% | -16.6% | 7.8% | -5.0% | 7.3% | 18.2% | 13.9% | CCC1C(=O)N=C(SCC(=O)NC2CCCCC2)NC1=O (stereo unspecified) |
| 9.5% | 60.4%[activator] | 66.8%[activator] | 2.1% | 1.9% | i | 17.3% | 9.7% | -28.5% | COc1ccc(NC(=O)C(=O)NNC(=O)c2ccc(Cl)cc2Cl)cc1 |
| -0.1% | u | -0.6% | -15.8% | 10.7% | 6.7% | 21.5%[57.1 µM] | -6.8% | 14.0% | N#CCC(=O)Nc1ccc(C(=O)NCCC(c2ccccc2)c2ccccc2)cc1 |

Ordered by value in JMJD2A Tudor (rising): 3 of the compounds above
molecule,12-LOX inh,Pin1 inh,HP1b binding inh,JMJD2A Tudor,ERG-DNA inh,PGK inhibitor,rTrxR1 inhibitor,GLS inh,RGS4 inhibitor
Cc1ccc2[nH]c(CSc3nnc(NC(=O)COc4ccc(F)cc4)s3)cc(=O)c2c1,u,39.9%[activator],9.3%[57 µM],-23.7%,-8.9%,-3.3%,21.7%[57.1 µM],-3.5%,16.8%
Cc1cccc(C(=O)N[C@H](C(=O)Nc2nc(C)cs2)C(C)C)c1,-2.9%,5.1%,22.3%,-7.0%,-7.1%,-11.7%,11.1%,-0.1%,-20.6%
CC(=O)c1cccc(NC(=S)NC2CC2)c1,-15.4%,-1.6%,29.4%,9.9%,0.6%,-9.0%,-15.3%,9.0%,-12.4%

(further entries)
| 12-LOX inh | Pin1 inh | HP1b binding inh | JMJD2A Tudor | ERG-DNA inh | PGK inhibitor | rTrxR1 inhibitor | GLS inh | RGS4 inhibitor | smiles |
| --- | --- | --- | --- | --- | --- | --- | --- | --- | --- |
| 12.5% | -10.0% | 26.7% | -23.8% | 2.7% | -4.4% | -13.7%[57.1 µM] | 0.5% | -1.7% | O=S(=O)(Nc1cccc(C(F)(F)F)c1)c1cccnc1 |
| 139.4%[activator] | -1.5% | 33.5% | -9.7% | 4.6% | -4.4% | 45.5%[activator] | 5.6% | 28.4% | COc1cccc(C(=O)N/N=C(\C)c2ccc(NC(=O)Cc3ccccc3)cc2)c1OC |
| u | -0.1% | -33.3% | 35.5µM* | -1.9% | 0.0% | 10.4%[57.1 µM] | -2.3% | 14.7% | OCCN1CCN(c2ncnc3c2c(-c2ccccc2)cn3-c2ccc(Br)cc2)CC1 |
| 0.2% | 1.0% | 37.5% | -13.6% | 4.8% | 9.0% | -2.4% | 7.7% | 11.0% | COc1ccccc1CNC(=O)CNC(=O)c1sc2ccccc2c1Cl |
| -16.1% | -3.0% | 45.6%[activator] | -2.7% | -6.7% | x | 6.4% | 4.8% | -6.9% | COc1ccc(C2=NC(C)(C)N(CC(=O)Nc3cccc(C)c3)C2=O)cc1 |
| 27.0% | -2.4% | 47.0%[activator] | -11.4% | -6.0% | 2.0% | 26.4% | -2.8% | -7.8% | COCCn1c(SCC(=O)NC2CC2)nc2ccccc21 |
| -29.5% | 1.7% | 22.7% | -22.8% | 0.0% | -1.6% | -4.5% | -4.8% | -16.3% | Cc1ccc(-c2csc(NC(=O)CCNC(=O)c3ccccc3Cl)n2)cc1 |
| -10.4% | -10.9% | 26.9% | -9.9% | x | x | u | -0.7% | 12.3% | Cc1c(C(=O)N2CCN(Cc3ccccc3)CC2)sc2ncnc(N3CCOCC3)c12 |
| 444.7%[activator] | -22.4% | 18.9% | -26.3% | 5.2% | -3.0% | 4.7% | 16.4% | 26.1% | CC1CCc2c(C(=O)Nc3cccc(-c4nn[nH]n4)c3)csc2C1 (stereo unspecified) |
| -8.5% | 2.2% | 63.2%[activator] | -8.2%[11.4 µM] | -5.1% | -5.9% | 16.6%[57.1 µM] | -15.4% | -13.7%[11.4 µM] | Cc1ccc(C)c(NC(=O)CN(C)C(=O)CCN2C(=O)c3ccccc3C2=O)c1 |
| -0.1% | 3.8% | 44.2%[activator] | -8.4% | 0.2% | 1.0% | 6.5% | 5.2% | 15.8% | CN(CC(=O)NCCCn1ccnc1)S(=O)(=O)c1ccc(Cl)cc1 |
| -12.8% | 0.3% | 58.9%[activator] | 9.2% | 1.2% | 0.2% | 7.1% | -4.6% | 4.5% | COc1cccc(CNC(=O)CCc2nc(-c3ccc(C)cc3)no2)c1 |
| 126.7%[activator] | -5.3% | 17.9% | -9.7% | 0.3% | 6.9% | 19.3%[57.1 µM] | 1.4% | 1.8% | Cc1cc(C(=O)Nc2ccc3[nH]ccc3c2)no1 |
| 0.0% | -3.0% | 34.2% | 0.3% | -0.9% | 2.1% | 1.8% | 0.9% | -7.8% | O=C(Nc1ccon1)c1ccc(S(=O)(=O)N2CCCCCC2)cc1 |
| -0.2% | 2.0% | 18.0% | -18.6% | 4.8% | 4.4% | -3.7% | 4.3% | 38.4% | COc1ccc(-n2c(=O)c3ccccc3n(Cc3ccccc3F)c2=O)cc1OC |
| -10.0% | 7.5% | -1.9% | -30.9% | -2.2% | -3.7% | -18.6% | 8.7% | -0.5% | CCN(c1ccccc1)S(=O)(=O)c1nnc(NC(=O)c2cccs2)s1 |
| x | -5.3% | 10.9% | -11.4% | -3.6% | -0.7% | 9.6% | 10.6% | -2.9% | CC1=NN(C(C)C)C(=O)C1 |
| -16.3% | -7.9% | 32.6% | 8.7% | -5.4% | 6.6% | 9.4%[57.1 µM] | 6.5% | -8.5% | c1ccc(OCCOc2ncnc3ccccc23)cc1 |
| 7.1% | -7.1% | 0.0% | -5.6% | -0.5% | -3.8% | -12.4% | 6.5% | 15.4% | COCc1ccc(CN2CCCC(CCC(=O)NCc3cccc(OC)c3)C2)o1 (stereo unspecified) |
| 4.7% | -2.2% | 55.5%[activator] | 1.7% | 21.3% | i | 17.9%[57.1 µM] | 12.4% | -9.6% | CCn1cc(S(=O)(=O)Nc2ccccc2C(F)(F)F)cn1 |
| 7.3% | -2.6% | 31.7% | -6.3%[57.1 µM] | -3.1% | 4.4% | -6.0%[57.1 µM] | -5.8% | 20.1% | C#CCN(C(=O)CC1C(=O)NCCN1C/C=C/c1ccccc1)C1CCCCC1 (stereo unspecified) |
| x | -2.3% | 37.0% | u | -8.9% | i | u | 17.7% | -28.7% | Cn1c(=O)c2c(n(Cc3ccccc3)c1=O)NC(=O)C2CC(=O)N1CCc2ccccc2C1 (stereo unspecified) |
| -0.8% | -0.7% | 21.6% | -7.0% | 0.3% | -0.7% | 35.4% | 0.4% | -16.2% | COc1ccc2oc(=N)c(C(=O)Nc3ccccc3Cl)cc2c1 |
| 4.1% | 1.6% | 18.0% | -2.1% | -5.9% | -2.7% | 10.2%[57.1 µM] | 0.0% | 29.5% | O=C(O)c1ccc2c(c1)S(=O)(=O)N=C1CCCCCN12 |

Screening data (PubChem BioAssay)
